# STK33 inh = blocks human STK33 kinase activity. inhibition, % at 12.5 µM. ADP-Glo luminescence, MBP substrate. 27,000 tested, 0.44% active. Q9BYT3; in the data active means inhibition above about 20%
# Target sequence (Q9BYT3 whole entry, looked up): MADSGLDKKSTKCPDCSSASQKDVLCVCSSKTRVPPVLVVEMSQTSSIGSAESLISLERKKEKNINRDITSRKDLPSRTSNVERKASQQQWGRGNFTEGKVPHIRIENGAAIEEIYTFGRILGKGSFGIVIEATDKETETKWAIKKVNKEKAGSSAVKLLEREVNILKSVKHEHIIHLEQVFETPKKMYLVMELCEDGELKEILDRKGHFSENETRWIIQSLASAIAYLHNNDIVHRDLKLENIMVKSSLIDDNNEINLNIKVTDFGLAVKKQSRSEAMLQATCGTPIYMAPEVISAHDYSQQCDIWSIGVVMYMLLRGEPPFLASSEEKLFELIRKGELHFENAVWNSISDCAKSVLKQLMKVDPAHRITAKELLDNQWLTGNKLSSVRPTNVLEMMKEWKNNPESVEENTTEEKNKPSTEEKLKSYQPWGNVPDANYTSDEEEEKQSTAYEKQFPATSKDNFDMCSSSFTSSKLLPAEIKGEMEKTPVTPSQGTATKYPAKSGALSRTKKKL
# p53 PUMA act = restores mutant p53 pathway signaling in SW480 cells; SW480 PUMA-promoter luciferase, p53 mutant reactivation; activation, % at 9.98 µM; 28,000 tested, 1.5% active; AID 624151; in the data active means activation above about 52%
# An asterisk follows results filed as active; · = no result given; & = joins results of further samples.
SMILES,STK33 inh,p53 PUMA act
Cc1cc(Cl)ccc1OCC(=O)Nc1cccc(NC(=O)c2ccccc2Cl)c1,-4,38
C[C@@H]1CN([C@@H](C)CO)C(=O)c2cc(NS(=O)(=O)c3ccccc3)ccc2O[C@@H]1CN(C)CC1CCCCC1,-4,·
CC(C)(C)c1cc(C(=O)NCc2ccco2)ccn1,0,-10
C[C@@H]1CN([C@H](C)CO)C(=O)c2cccc(NC(=O)Nc3ccc(C(F)(F)F)cc3)c2O[C@@H]1CN(C)CC1CC1,·,-8
O=C(O)CCc1c(C(=O)O)[nH]c2cc(Cl)cc(Cl)c12,-3,2
C[C@H](CO)N1C[C@H](C)[C@@H](CN(C)C)Oc2ccc(NC(=O)Nc3cccc4ccccc34)cc2C1=O,-3,3
C/C=C(\C)C(=O)O[C@H]1C=C(CO)C(=O)[C@H](OC(C)=O)[C@H]1C(C)C,1,·
C[C@@H]1CCCCO[C@@H](CN(C)C(=O)Nc2ccc3c(c2)OCO3)[C@@H](C)CN([C@H](C)CO)C(=O)c2cc(NC(=O)Nc3ccc4c(c3)OCO4)ccc2O1,1,·
CS(=O)(=O)N(CC(=O)Nc1ccccc1C(=O)N1CCOCC1)c1ccc(Cl)cc1,-3,-17
CC(C(=O)Nc1ccccc1-c1ccccc1)N(c1ccccc1)S(C)(=O)=O (configuration not stated),3,-7
O=C(Nc1ccccc1C(=O)O)c1cccc(NS(=O)(=O)c2ccc(Cl)cc2)c1,2,0
COc1ccccc1NC(=O)COc1ccc(Cl)cc1CO,2,63*
Clc1snnc1CN1CCOCC1,·,9
C[C@H]1CN([C@@H](C)CO)C(=O)c2cc(NC(=O)Nc3cccc4ccccc34)ccc2O[C@@H]1CN(C)C,1,5
Cc1ccc(-c2cnc3c(c2)C(=O)N([C@@H](C)CO)C[C@H](C)[C@@H](CN(C)C(=O)c2cccc(F)c2)O3)cc1,·,16
CN(CC(=O)O)c1ncc(-c2nnnn2-c2ccccc2)c(-c2ccccc2Cl)n1,·,-3
C[C@@H]1CN([C@H](C)CO)C(=O)c2cccc(NC(=O)Nc3ccccc3)c2O[C@H]1CN(C)C(=O)NC1CCCCC1,·,-2
CC[C@@H]1/C=C(\C)C[C@H](C)C[C@H](OC)[C@H]2O[C@@](O)(C(=O)C(=O)N3CCCC[C@H]3C(=O)O[C@H](/C(C)=C/[C@@H]3CC[C@@H](O)[C@H](OC)C3)[C@H](C)[C@@H](O)CC1=O)[C@H](C)C[C@@H]2OC,-1,-22
C[C@@H]1CCCCO[C@H](CN(C)Cc2ccc(C(F)(F)F)cc2)[C@@H](C)CN([C@H](C)CO)C(=O)c2cc(NC(=O)Nc3ccc(C(F)(F)F)cc3)ccc2O1,0,·
C[C@@H]1CN([C@@H](C)CO)C(=O)Cc2cc(NC(=O)Nc3cccc4ccccc34)ccc2O[C@@H]1CN(C)C(=O)Nc1ccccc1,2,·

# Next part, starting with the last 2 of the part before.
SMILES,STK33 inh,p53 PUMA act
C[C@@H]1CCCCO[C@H](CN(C)Cc2ccc(C(F)(F)F)cc2)[C@@H](C)CN([C@H](C)CO)C(=O)c2cc(NC(=O)Nc3ccc(C(F)(F)F)cc3)ccc2O1,0,·
C[C@@H]1CN([C@@H](C)CO)C(=O)Cc2cc(NC(=O)Nc3cccc4ccccc34)ccc2O[C@@H]1CN(C)C(=O)Nc1ccccc1,2,·
Cc1noc(C)c1NC(=O)N(C)C[C@@H]1Oc2ccc(NS(=O)(=O)c3cn(C)cn3)cc2C(=O)N([C@H](C)CO)C[C@@H]1C,0,7
Nc1nnc(SCC(=O)NC2CCCCC2)n1-c1ccccc1,-4,-3
CCOc1ccc(NC(=O)CC2C(=O)NCCN2C(=O)c2ccccc2)cc1 (configuration not stated),-1,10
C[C@H]1CN([C@@H](C)CO)C(=O)c2cccc(NC(=O)C3CCOCC3)c2O[C@H]1CN(C)C,·,-12
COc1ccc(NC(=O)N(C)C[C@H]2Oc3ccc(NC(=O)Nc4c(C)noc4C)cc3C(=O)N([C@@H](C)CO)C[C@H]2C)cc1,-2,·
Cc1ccc2c(c1)NC(C(F)(F)F)(C(F)(F)F)NC2=O,·,-2
Cc1ccc(NC(=O)C(C)n2cc([N+](=O)[O-])cn2)cc1C (configuration not stated),-1,13
O=C(NCc1ccco1)C1OCCc2ccccc21 (configuration not stated),0,6
C[C@@H]1CN([C@@H](C)CO)C(=O)Cc2cc(N(C)C)ccc2O[C@@H]1CN(C)Cc1ccc(C(F)(F)F)cc1,-1,14
CC(=O)N[C@H]1[C@H](O[C@@H]2[C@@H](O)[C@H](C)O[C@@H](Oc3ccc4c(=O)c(-c5ccc(O)cc5)coc4c3)[C@@H]2O)O[C@H](CO)[C@@H](O[C@@H]2O[C@@H](C)[C@H](O)[C@@H](O)[C@H]2O)[C@@H]1O,-4,3
C[C@H]1CN([C@@H](C)CO)C(=O)Cc2cc(NC(=O)Cn3cnnn3)ccc2O[C@H]1CN(C)CC1CCCCC1,-2,·
Cc1noc(C)c1NC(=O)Nc1ccc2c(c1)C(=O)N([C@H](C)CO)C[C@H](C)[C@@H](CN(C)C(=O)Nc1ccc3c(c1)OCO3)OCCCC[C@@H](C)O2,-1,·
C[C@@H]1CN([C@H](C)CO)C(=O)Cc2cc(NS(=O)(=O)c3ccccc3)ccc2O[C@@H]1CN(C)S(=O)(=O)c1ccccc1,-1,2
Cc1noc(C)c1NC(=O)N(C)C[C@H]1Oc2c(NC(=O)Nc3ccc(C(F)(F)F)cc3)cccc2C(=O)N([C@@H](C)CO)C[C@H]1C,·,0
Cc1noc(C)c1NC(=O)Nc1ccc2c(c1)CC(=O)N([C@@H](C)CO)C[C@@H](C)[C@@H](CN(C)C(=O)Nc1cccc3ccccc13)O2,0,-4
O=C(O)/C=C/c1ccc(Cn2ccnc2)cc1,-3,14&6
C[C@@H]1CCCCO[C@@H](CN(C)C(=O)Nc2ccccc2)[C@@H](C)CN([C@H](C)CO)C(=O)c2cc(NC(=O)CCC(F)(F)F)ccc2O1,-3,-4
CCCn1c2ccccc2c2nnc(Sc3ccc4nsnc4c3[N+](=O)[O-])nc21,10,-21
C[C@@H]1CN([C@@H](C)CO)C(=O)CCCn2nncc2CO[C@@H]1CN(C)C(=O)Nc1ccccc1C(F)(F)F,-5,0
C[C@@H]1CN([C@@H](C)CO)S(=O)(=O)c2ccc(/C=C/c3ccccc3)cc2O[C@@H]1CN(C)CC1CC1,·,-21
COC(=O)C1=CO[C@@H](O[C@@H]2O[C@H](CO)[C@@H](O)[C@H](O)[C@H]2O)[C@@H]2[C@@H](CO)C=C[C@H]12,-4,1
Cc1noc(C)c1S(=O)(=O)Nc1ccc2c(c1)C(=O)N([C@H](C)CO)C[C@@H](C)[C@H](CN(C)S(=O)(=O)c1ccccc1)O2,-1,·
CN(C(=O)CSc1ccc(C(F)(F)F)cn1)c1c2c(nn1C)CCCC2,·,-9
Cc1ccc(Oc2ccc(NC(=O)CN3C(=O)C4C5C=CC(C6CC56)C4C3=O)cc2)cc1 (configuration not stated),-3,-2
Cc1ccc(NC(=O)C(=O)NCc2ccccn2)cc1C,1,94*
CN(CC(=O)O)S(=O)(=O)c1ccc(F)c2ccccc12,-1,-14
C[C@H]1CN([C@@H](C)CO)C(=O)c2cc(NC(=O)CCCN(C)C)ccc2O[C@@H]1CN(C)C,1,1
Cc1ccc(S(=O)(=O)Nc2ccc3c(c2)CC(=O)N([C@H](C)CO)C[C@@H](C)[C@H](CN(C)S(=O)(=O)c2ccc(C)cc2)O3)cc1,2,·
CC(C)NC(=O)Nc1cccc2c1O[C@H](CN(C)S(=O)(=O)c1cn(C)cn1)[C@@H](C)CN([C@@H](C)CO)C2=O,3,·
C[C@@H]1CN([C@H](C)CO)C(=O)c2cccc(NS(=O)(=O)c3ccc(Cl)cc3)c2O[C@H]1CN(C)Cc1ccc(C(=O)O)cc1,·,7
COCC1OC(OC(C)(C)C2CCC3(C)C(O2)C(O)CC2(C)/C(=C4\CCC(O)C(C)(CCC(O)C(C)(C)O)C4)CCC23)C(NC(C)=O)C(O)C1O (configuration not stated),-6,-19
CSc1ccccc1NC(=O)CN(c1cccc(C)c1)S(C)(=O)=O,1,-4
COC(OC)C1(C)NC(=O)c2ccccc2N1 (configuration not stated),·,-1
Cc1c(Br)c([N+](=O)[O-])nn1CC(=O)Nc1cccc(C(F)(F)F)c1,-1,-10
COc1ccc(-c2nc(SCC(=O)Nc3ccc(Br)c(C)c3C)n[nH]2)cc1,-1,4
CC(=O)S[C@@H]1CC2=CC(=O)CC[C@]2(C)[C@H]2CC[C@@]3(C)[C@@H](CC[C@@]34CCC(=O)O4)[C@H]12,1,30
C=C(CC/C=C(\C)C(=O)O)C1(O)CC=C(C)CC1 (configuration not stated),0,-1
Cc1nnc(SCC(=O)Nc2sc3c(c2C#N)CCC(C(C)(C)C)C3)s1 (configuration not stated),-1,28
O=C(Cn1c(C(F)(F)F)nc2ccccc21)NCCN1CCOCC1,-4,5
CC(C)NC(=O)Nc1ccc2c(c1)C(=O)N([C@H](C)CO)C[C@H](C)[C@H](CN(C)C(=O)NC1CCCCC1)OCCCC[C@@H](C)O2,-1,·
CNC(=S)N1N=C(c2ccccc2)CC1c1cc2ccc(C)cc2nc1Cl (configuration not stated),·,13
C=CC1(C)C[C@H](OC(=O)C(C)CO)[C@H]2C(=C)C(=O)O[C@@H]2C1C(=C)CO (some centres not stated),-6,-22
C[C@H]1CN([C@@H](C)CO)C(=O)c2cc(NC(=O)c3ccncc3)ccc2O[C@@H]1CN(C)Cc1ccccc1,1,·
C[C@@H]1CN([C@H](C)CO)C(=O)Cc2cc(NS(=O)(=O)c3ccccc3)ccc2O[C@@H]1CN(C)S(=O)(=O)c1ccc(F)cc1,0,11
COc1ccc(-n2c(SCC(=O)N(c3ccccc3)c3ccccc3)nc3ccccc3c2=O)cc1,2,2
CCCNC(=O)NS(=O)(=O)c1ccc(Cl)cc1,1,-2
C[C@@H]1CN([C@H](C)CO)C(=O)c2cccc(N(C)C)c2O[C@H]1CN(C)Cc1ccc(C(=O)O)cc1,·,-1
Cc1ccc(S(=O)(=O)N(C)C[C@@H]2Oc3ccc(NS(=O)(=O)c4ccc(Cl)cc4)cc3C(=O)N([C@@H](C)CO)C[C@@H]2C)cc1,0,·
C[C@@H]1CN([C@@H](C)CO)C(=O)c2cc(NC(=O)C3CC3)ccc2O[C@@H]1CN(C)C(=O)Nc1ccccc1,·,-3
O=C(NCCCN1CCOCC1)Nc1ccc(Cl)cc1,0,-3

# At a glance, part of the list above:
SMILES,STK33 inh,p53 PUMA act
COc1ccc(-n2c(SCC(=O)N(c3ccccc3)c3ccccc3)nc3ccccc3c2=O)cc1,2,2
CCCNC(=O)NS(=O)(=O)c1ccc(Cl)cc1,1,-2
C[C@@H]1CN([C@H](C)CO)C(=O)c2cccc(N(C)C)c2O[C@H]1CN(C)Cc1ccc(C(=O)O)cc1,·,-1
Cc1ccc(S(=O)(=O)N(C)C[C@@H]2Oc3ccc(NS(=O)(=O)c4ccc(Cl)cc4)cc3C(=O)N([C@@H](C)CO)C[C@@H]2C)cc1,0,·
C[C@@H]1CN([C@@H](C)CO)C(=O)c2cc(NC(=O)C3CC3)ccc2O[C@@H]1CN(C)C(=O)Nc1ccccc1,·,-3
O=C(NCCCN1CCOCC1)Nc1ccc(Cl)cc1,0,-3

# Other results:
SMILES,STK33 inh,p53 PUMA act
C[C@H](CO)N1C[C@H](C)[C@H](CN(C)C(=O)Nc2ccccc2)Oc2ccc(NC(=O)CCN3CCOCC3)cc2CC1=O,1,17
C=CCn1c(SCc2nc3ccccc3[nH]2)nnc1-c1cccc(C)c1,-2,-3
C[C@@H]1CN([C@@H](C)CO)C(=O)c2cc(NS(C)(=O)=O)ccc2O[C@@H]1CN(C)C(=O)Nc1ccc(F)cc1,-1,3
C[C@@H]1CN([C@@H](C)CO)C(=O)Cc2cc(NS(=O)(=O)c3cn(C)cn3)ccc2O[C@@H]1CN(C)C(=O)Nc1ccc2c(c1)OCO2,2,·
Cc1noc(C)c1NC(=O)N(C)C[C@H]1Oc2ncc(/C=C/c3ccccc3)cc2C(=O)N([C@@H](C)CO)C[C@@H]1C,·,2
COc1ccc(NC(=O)N(C)C[C@H]2OCc3ccccc3-c3c(n(C)c4ccccc34)C(=O)N([C@H](C)CO)C[C@H]2C)c(OC)c1,·,-6
C[C@@H]1CCCCO[C@@H](CN(C)Cc2ccccc2)[C@H](C)CN([C@H](C)CO)C(=O)c2cc(N(C)C)ccc2O1,·,8
O=C(C[C@H]1C[C@@H]2c3cc(NC(=O)c4cccnc4)ccc3O[C@@H]2[C@@H](CO)O1)NCc1ccc(Oc2ccccc2)cc1,·,5
C[C@@H]1CCCCO[C@H](CN(C)Cc2ccccc2)[C@H](C)CN([C@@H](C)CO)C(=O)c2cc(NS(C)(=O)=O)ccc2O1,·,-5
COc1cccc(NC(=O)c2cc([N+](=O)[O-])ccc2NCc2cccnc2)c1,-1,16
C[C@H]1CN([C@@H](C)CO)C(=O)c2cc(NS(=O)(=O)c3ccc(F)cc3)ccc2O[C@@H]1CN(C)S(=O)(=O)c1cn(C)cn1,0,·
CC(C)NC(=O)Nc1ccc2c(c1)CC(=O)N([C@H](C)CO)C[C@H](C)[C@H](CN(C)Cc1ccc(-c3ccccc3)cc1)O2,3,4
Cc1noc(C)c1S(=O)(=O)Nc1ccc2c(c1)CC(=O)N([C@@H](C)CO)C[C@H](C)[C@@H](CN(C)CC1CCCCC1)O2,0,·
C[C@H](CO)N1C[C@H](C)[C@@H](CN(C)S(=O)(=O)c2ccc(Cl)cc2)Oc2c(NC(=O)Nc3ccc(F)cc3)cccc2C1=O,·,-21
C[C@@H]1CN([C@H](C)CO)C(=O)CCCn2cc(nn2)CO[C@H]1CN(C)S(=O)(=O)c1ccc(-c2ccccc2)cc1,-1,·

# Screening data (PubChem)

# The list is partial; the hit share may differ from the screen's.
